PKA-R2B act – activators of PKA-R2B holoenzyme, primary screen, biochemical, fluorescence polarization, Cy5-IP20, human; activation, % at 11.4 µM; cAMP-dependent protein kinase catalytic subunit beta (Homo sapiens) + cAMP-dependent …; AID 504700, 2011; actives 0.079% (n = 340,000); PKA-R2B holoenzyme dissociation; R2B truncated from residue 108, S112A mutant; 0% DMSO only, 100% 113 µM cGMP;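 active means activation above a cutoff set at the mean over all compounds plus 3 SD, cut at about 18% in these data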;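 further: higher means more holoenzyme dissociation and a rise in polarization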
Target sequence (P31323 whole entry, looked up, other chains not shown, the tested form may be a part): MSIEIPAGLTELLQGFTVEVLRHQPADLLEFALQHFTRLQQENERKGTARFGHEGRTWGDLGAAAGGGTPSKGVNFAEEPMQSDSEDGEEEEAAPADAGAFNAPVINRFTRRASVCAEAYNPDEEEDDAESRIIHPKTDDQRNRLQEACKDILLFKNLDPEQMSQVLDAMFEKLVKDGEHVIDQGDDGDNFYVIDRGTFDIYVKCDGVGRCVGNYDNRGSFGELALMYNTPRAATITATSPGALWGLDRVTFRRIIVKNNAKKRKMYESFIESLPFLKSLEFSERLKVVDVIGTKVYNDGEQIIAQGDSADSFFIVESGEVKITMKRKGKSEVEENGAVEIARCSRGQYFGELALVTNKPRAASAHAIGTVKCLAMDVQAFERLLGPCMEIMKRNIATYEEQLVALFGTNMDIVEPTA
cardiac RTF act – cardiac RTF calcium sensitivity activators, primary screen, biochemical, IANBD-TnC fluorescence, EC20 calcium. Troponin I, cardiac muscle (Homo sapiens) + Troponin T, cardiac muscle (Homo sapiens) + …. IANBD-labeled TnC RTF fluorescence at EC20 calcium; 0% EC20 calcium, 100% full calcium. activation, % at 7.2 µM. actives 0.24% (n = 340,000);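 active means activation above the mean over all tested compounds plus 3 SD, cut at about 30% in these data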;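 further: rise in fluorescence read as greater calcium sensitivity of cardiac thin filaments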
CAL PDZ FP-1 – CAL PDZ peptide-binding inhibitors, primary screen, biochemical, fluorescence polarization, Cer-tagged CAL PDZ, HTS; Golgi-associated PDZ and coiled-coil motif-containing protein (Homo sapiens), Q9HD26; purified CAL PDZ, TMR-peptide fluorescence polarization, 1 h; inhibition, % at 20 µM; actives 0.02% (n = 330,000); AID 504414, 2011;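 active means highest replicate inhibition of at least 40%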;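 further: plate controls were DMSO neutral control wells for no effect and unlabeled competitor peptide control wells for full effect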
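Control set: unlabelled peptide and DMSO controls / Material: purified CerCALP PDZ construct / Timing: 1 h incubation at room temperature before polarization reading / Doses: 20 µM, one dose / Detection: fluorescence polarization (mP)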
Rtt109 Vps75 – inhibitors of C. albicans Rtt109/Vps75 HAT, primary screen, biochemical, ThioGlo CoA-SH fluorescence, plate reader. actives 0.16% (n = 330,000). purified Rtt109/Vps75, 4 h. AID 540336, 2011. Histone acetyltransferase RTT109 (Candida albicans (strain SC5314 / ATCC MYA-2876)), …. inhibition, % at 34.9 µM;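 active means inhibition of at least 50% in every replicate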
SR-BI DiI-HDL act – activators of SR-BI mediated DiI-HDL uptake, primary screen, ldlA[mSR-BI] CHO cells, DiI fluorescence. 3 h; 100 = double the neutral-control signal. activation, % at 12.5 µM. actives 0.096% (n = 320,000);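 active means mean replicate activation of at least 60% and every replicate at or above 60%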;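 further: 0% = median plate neutral-control signal and 100% = twice that signal; values of inactives mirror those of a sister screen read the other way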
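Test system: SR-BI-overexpressing, LDLR-lacking CHO cells; Medium: Ham's F12 with 0.5% BSA, HEPES 25 mM, pH 7.4; Schedule: 3 h, 37 °C; Technique: bottom-read fluorescence, 550/595 nm.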
RTF Ca sens inh – cardiac RTF calcium sensitivity inhibitors, primary screen, biochemical, IANBD-TnC fluorescence, EC70 calcium; Troponin I, cardiac muscle (Homo sapiens) + Troponin T, cardiac muscle (Homo sapiens) + …; IANBD-labeled cardiac RTF, Ca2+ fluorescence; inhibition, % at 7.15 µM; actives 0.12% (n = 340,000); AID 493244, 2011;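 active means inhibition above the mean inhibition of all tested compounds plus 3 SD, cut at about 17% in these data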;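 further: assay run at fixed EC70 calcium of 1.6 mM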
LANA DNA inh – inhibitors of KSHV C-LANA binding to DNA, primary screen, biochemical, fluorescence polarization, FAM-LBS DNA, MBP-C-LANA, single point. actives 0.078% (n = 340,000). Kaposi's sarcoma herpesvirus LANA C-terminal domain (residues 932-1162) DNA binding. inhibition, % at 9 µM. AID 504423, 2011;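 active means highest replicate inhibition at or above 60% at 9 µM, even if other replicates fall short; inactive means all replicates below 60% inhibition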;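 further: 0% = neutral control wells and 100% = 4 µM acridine orange control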
DAGLB inh – DAGLB lipase inhibitors, primary screen, biochemical, fluorescence, HTS. HEK293T DAGLB membrane lysate, EnzChek fluorogenic substrate. AID 504411, 2011. inhibition, % at 5.17 µM. actives 0.059% (n = 340,000); in the data active means inhibition above about 34%;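 further: 0% = enzyme with vehicle and 100% = wells lacking enzyme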
Target sequence (Q8NCG7 whole entry, looked up): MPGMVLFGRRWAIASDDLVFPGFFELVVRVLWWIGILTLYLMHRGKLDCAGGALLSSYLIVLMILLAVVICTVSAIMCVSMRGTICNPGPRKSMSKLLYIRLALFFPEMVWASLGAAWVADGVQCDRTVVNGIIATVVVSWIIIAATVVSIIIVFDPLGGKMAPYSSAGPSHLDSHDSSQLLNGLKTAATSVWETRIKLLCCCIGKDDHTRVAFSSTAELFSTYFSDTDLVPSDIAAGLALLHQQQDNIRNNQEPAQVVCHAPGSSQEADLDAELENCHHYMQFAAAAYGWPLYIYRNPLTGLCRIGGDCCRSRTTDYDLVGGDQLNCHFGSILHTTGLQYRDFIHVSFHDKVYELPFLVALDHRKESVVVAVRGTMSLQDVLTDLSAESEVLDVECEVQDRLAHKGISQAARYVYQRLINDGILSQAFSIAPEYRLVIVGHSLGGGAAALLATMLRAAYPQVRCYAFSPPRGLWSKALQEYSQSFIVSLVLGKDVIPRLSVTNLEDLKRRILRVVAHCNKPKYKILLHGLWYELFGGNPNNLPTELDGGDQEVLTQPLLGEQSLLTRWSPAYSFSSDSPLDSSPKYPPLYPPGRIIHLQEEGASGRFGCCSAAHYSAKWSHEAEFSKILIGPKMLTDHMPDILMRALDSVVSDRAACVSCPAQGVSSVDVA
CAL PDZ FP-2 – untagged CAL PDZ binding inhibitors, primary screen, biochemical, fluorescence polarization, HTS | actives 0.92% (n = 300,000) | AID 602252, 2012 | Golgi-associated PDZ and coiled-coil motif-containing protein (Homo sapiens), Q9HD26 | inhibition, % at 24.9 µM | purified CAL PDZ, TMR-peptide fluorescence polarization, 1 h;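 active means mean inhibition of at least 30% with at least half of replicates also reaching 30%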;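 further: 0% = DMSO neutral control and 100% = excess unlabeled competitor peptide PRC23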
Keap1 Nrf2 FP – Keap1-Nrf2 protein-protein interaction inhibitors, primary screen, biochemical, fluorescence polarization, single point. Kelch-like ECH-associated protein 1 (Homo sapiens), Q14145. Keap1 Kelch-Nrf2 peptide fluorescence polarization, 1536-well. inhibition, % at 9.4 µM. actives 0.15% (n = 340,000). AID 504523, 2011; in the data active means inhibition above about 12%;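 further: human Keap1 Kelch domain with fluorescein labeled Nrf2 9mer peptide probe; 0% = neutral control wells and 100% = peptide positive control; higher means more block of Keap1 binding to Nrf2 peptide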
* hit, by the source's call; / = not tested or not shown.

SMILES	PKA-R2B act	cardiac RTF act	CAL PDZ FP-1	Rtt109 Vps75	SR-BI DiI-HDL act	RTF Ca sens inh	LANA DNA inh	DAGLB inh	CAL PDZ FP-2	Keap1 Nrf2 FP
Cc1ccc(C(=O)N/N=C\c2ccc([N+](=O)[O-])o2)cn1	1.2	4.9	-0.3	7.3	-17.7	-4.0	2.0	-2.3	/	-3.4
Cc1cc(C)nc(SCc2ccc(C(=O)N/N=C/c3ccncc3)cc2)n1	-6.0	0.5	-4.5	-10.2	-33.1	-2.5	-0.7	-2.9	/	-4.2
O=C/C=C/c1c(-c2ccccc2)cc2oc3ccccc3cc1-2	6.9	0.7	/	-6.5	-99.5	-8.7	-0.6	4.8	-3.5	-7.1
CCn1c(Cc2ccccc2)nnc1SCC(=O)N1CCCC1=O	-3.4	-3.2	-2.3	-4.3	5.4	-3.0	0.6	-0.5	-0.3	-1.4
Cc1c(Nc2cc(N3CCCC(C)C3)c3nonc3c2[N+](=O)[O-])c(=O)n(-c2ccccc2)n1C (centres undefined)	-1.8	4.0	0.2	-1.6	21.0	-2.8	2.1	-3.8	-1.7	-0.9
CCOC(=O)c1ccc(S(=O)(=O)N2CCN(CC(O)COc3cccc(C(C)=O)c3)CC2)cc1 (centres undefined)	0.2	-2.4	-1.0	19.3	-14.2	-1.4	1.4	-1.4	0.1	-3.9
CCOc1cc(/C=C2/C(=N)N3C(=NC2=O)SN=C3S(C)(=O)=O)ccc1OS(=O)(=O)c1ccccc1	0.2	-3.2	-1.7	-2.2	10.2	6.6	0.7	3.9	/	-2.6
COc1ccc(-c2cc(C(=O)Nc3ccc4c(c3)OCO4)no2)cc1OC	-5.7	-3.0	-2.1	-6.3	/	4.5	1.4	-5.4	-1.4	-5.5
Cc1ccc(OCc2cc(C(=O)N3CCCC(O)C3)no2)cn1 (centres undefined)	3.2	1.0	-0.3	-10.9	3.1	-2.6	-0.7	1.5	1.8	-5.8
COc1ccc(Cc2nc3ccc(C(=O)NCC4COCCO4)cc3o2)cc1 (centres undefined)	-8.5	3.0	-1.1	2.5	4.7	-2.0	1.4	-4.3	4.0	-2.6
COC(=O)c1ccccc1N/C=C/C(=O)c1ccc(Br)cc1	-1.9	-3.8	-0.9	-16.3	7.2	-3.8	2.5	-8.7	-4.6	3.8
CCN(CC)c1ncnc2c1cnn2Cc1ccc(Cl)cc1	-4.2	2.5	-1.5	-4.8	-23.2	-4.9	0.8	-5.5	11.6	-2.9
CCCn1c(SCC(=O)c2[nH]c(C)c(C(C)=O)c2C)n[nH]c1=O	-6.9	-1.9	1.2	-5.6	-12.4	5.3	-1.5	1.3	-1.1	4.5
Cc1ccc(Cn2c(CCC(=O)O)nc3ncccc3c2=O)cc1	-11.6	0.7	-1.6	-5.8	18.3	-7.5	1.6	-1.8	-4.9	-1.4
OCC1(CC2CCCCO2)CCN(Cc2nc3ccccc3[nH]2)CC1 (centres undefined)	-5.5	4.0	0.5	/	-0.3	-3.5	0.6	-1.8	-3.5	-6.7
COCCOC(=O)C1=C(C)NC(=O)NC1c1cn(-c2ccccc2)nc1-c1cccs1 (centres undefined)	-3.5	1.6	-1.0	-0.3	8.9	11.4	2.9	1.3	-2.5	-6.1
Cc1ccnc(N2CCC(C(=O)NCc3ccccc3F)CC2)n1	-6.2	5.3	/	18.6	9.0	8.7	2.0	-3.7	-1.5	0.9
CCOc1cc(C2Nc3cccc4cccc(c34)N2)ccc1O	11.9	-3.5	1.0	15.6	-49.3	-6.2	-0.1	1.7	-2.3	1.5
COc1cc(-c2c(C#N)c(=O)[nH]c3c2c(C)nn3-c2ccccc2)ccc1O	-0.4	1.2	-12.1	6.0	11.5	-0.1	-1.6	6.2	-20.8	-0.4
S=C(NCCN1CCOCC1)N/N=C/c1ccccc1	-8.5	4.6	/	8.5	21.2	-6.8	0.1	-0.2	-1.3	-1.7

Next section (three carried over from the part before).
SMILES	PKA-R2B act	cardiac RTF act	CAL PDZ FP-1	Rtt109 Vps75	SR-BI DiI-HDL act	RTF Ca sens inh	LANA DNA inh	DAGLB inh	CAL PDZ FP-2	Keap1 Nrf2 FP
CCOc1cc(C2Nc3cccc4cccc(c34)N2)ccc1O	11.9	-3.5	1.0	15.6	-49.3	-6.2	-0.1	1.7	-2.3	1.5
COc1cc(-c2c(C#N)c(=O)[nH]c3c2c(C)nn3-c2ccccc2)ccc1O	-0.4	1.2	-12.1	6.0	11.5	-0.1	-1.6	6.2	-20.8	-0.4
S=C(NCCN1CCOCC1)N/N=C/c1ccccc1	-8.5	4.6	/	8.5	21.2	-6.8	0.1	-0.2	-1.3	-1.7
CC(=O)c1cccc(N(CC(=O)NC2CCCCC2)C(=O)c2csnn2)c1	5.5	1.1	-0.6	-6.4	2.9	-7.6	-2.0	1.0	-6.3	-1.6
CC1=NC(=O)C(N=Nc2cccc(O)c2)N1c1ccccc1 (centres undefined)	-5.3	2.4	-2.2	2.1	-7.2	2.1	0.6	6.8	/	2.2
CC(C)(C)OC(=O)NCc1ccc(NC(=O)c2nc[nH]c2C(=O)NCCCCNC(=O)c2[nH]cnc2C(=O)Nc2ccc(CNC(=O)OC(C)(C)C)cc2)cc1	0.1	6.3	-2.5	-1.2	28.2	1.1	-0.9	-1.9	-7.5	-5.5
CCOc1ccc(S(=O)(=O)NCCC(=O)OCN2C(=O)c3ccccc3C2=O)cc1	2.3	3.9	-1.2	-1.6	23.6	1.0	-0.1	5.8	20.5	-2.6
C=CCN1C(=O)/C(=C\c2ccc(Cl)cc2)N=C1SCC(=O)NCCC	0.4	-3.7	-0.6	-12.0	22.7	5.3	-1.0	1.4	-4.3	-1.6
CC(C)C(=O)Nc1nnc(SCC(=O)Nc2ccc3c(c2)OCO3)s1	0.7	-7.9	-2.6	-3.4	-6.0	-3.3	1.9	1.3	-1.5	2.5
CC(C)[C@H](NS(=O)(=O)c1ccccc1)C(=O)OCC(=O)NC(=O)c1cccn1C	1.1	-0.2	-0.6	-23.5	-2.4	-22.6	-0.6	-2.5	-4.3	-0.5
CSCC[C@H](NC(=O)Cc1c(C)c2cc3c4c(oc3cc2oc1=O)CCCC4)C(=O)O	-2.8	-5.2	-1.2	6.3	/	-3.3	4.7	4.8	-5.7	-7.0
COc1ccc(C(=O)OCc2ccc(C)cc2)cc1S(=O)(=O)N1CCOCC1	-8.9	0.1	-1.1	5.7	-55.1	-7.6	-0.9	-3.2	/	-3.7
O=S(=O)(c1ccccc1)N1CCN(C(=S)Nc2ccc(F)cc2)CC1	-1.3	-0.7	-0.2	-1.6	-0.2	-4.2	-0.2	-2.3	-1.2	-2.1
Oc1[nH]c2ccccc2c1N=Nc1c(F)c(F)c(C(F)(F)F)c(F)c1F	4.0	-3.4	1.1	1.7	5.0	3.3	-3.8	0.2	-0.9	-6.5
O=C(c1ccc(C(=O)N2CCN(c3ccccc3F)CC2)nc1)N1CCN(c2ccccc2F)CC1	3.1	4.1	-0.1	-5.6	/	-3.3	0.9	-0.7	-1.6	-1.6
Cc1cccc(C)c1NC(=S)/N=C/N(C)C	0.1	6.2	-2.8	8.2	-1.7	-11.4	-0.4	2.1	-3.6	1.9
CC(C)N(Cc1nc(-c2ccccc2)no1)C(=O)c1ccc([N+](=O)[O-])cc1	-5.4	7.1	-1.1	-2.5	-7.3	-20.3	1.7	-4.2	/	-3.0
Cc1nc2ccc(N)cc2s1	0.5	-0.4	0.7	-1.8	-8.6	-1.9	-0.3	-1.1	-0.4	-6.6
Cc1ccccc1OCC(=O)NN1Cc2ccccc2C1=N	-8.8	1.1	-0.1	3.5	26.4	-0.4	2.4	0.8	-2.7	-0.5
N#Cc1ccccc1OCC(=O)NNC(=O)CNC(=O)c1cccc(Br)c1	-8.3	-1.2	0.0	11.6	10.2	-6.0	1.1	-2.9	-2.8	-5.0
CC(C)(C)/C(O)=C/c1nc2cc(Cl)ccc2oc1=O	3.9	0.3	0.5	-11.3	36.9	-2.7	-1.1	-5.3	/	-3.4
CN(C)CC/C=C1/c2cc(F)ccc2Sc2ccc(Cl)cc21	-4.4	-5.2	-3.4	23.7	-16.0	-0.5	-0.5	-2.2	0.0	0.3
O=[N+]([O-])c1ccc2c(c1)nc1n2CCCCC1	-10.0	2.4	-1.7	-1.2	5.1	2.6	0.2	1.8	-3.6	-0.6
O=C(NNC(=O)C1[C@H]2CCCC[C@@H]12)Nc1cccc2ccccc12 (some centres undefined)	0.1	13.6	-3.2	5.2	3.7	-14.9	0.9	-7.8	/	-4.0
CCOC(=O)CSc1cc(C)nc2ccc(OC)cc12	-6.8	0.5	-0.4	-16.7	-0.2	-2.7	-1.3	1.6	-2.7	0.6
Cc1ccc(-n2cc(CNCCCn3cccn3)c(-c3cccc(C)c3)n2)cc1	2.4	2.0	-1.9	-1.0	1.1	-4.6	-1.3	-1.8	-6.5	2.9
CCOC(=O)c1c(C)[nH]c(C(=O)CSc2nnnn2-c2ccc(C)cc2)c1C	-2.7	2.4	-1.4	10.1	1.0	-5.7	-0.3	-1.3	-1.1	-2.3
COCCn1c(CN(C)Cc2ccccc2)nc2c1c(=O)n(C)c(=O)n2C	-2.6	8.1	0.2	-10.9	1.7	-2.8	1.2	1.6	-0.9	0.3
COC(=O)C1=C(Nc2ccc(C)cc2)C=C(C)C(C(=O)OC)C1c1ccc(OC)cc1 (centres undefined)	-12.1	-3.5	-0.1	-10.4	-39.3	1.8	-0.1	-5.1	-3.0	-0.5
COc1ccc(N=CC=C2OC(C)(C)C(C)(C)O2)cc1OC	-0.2	2.6	0.8	14.8	9.9	-0.3	0.3	0.0	-3.6	0.6
O=C(O)CC1=C(O)C(=O)N(c2ccccc2)C1c1ccccc1 (centres undefined)	5.5	-0.1	-0.3	-23.0	5.6	3.6	0.2	0.4	-2.6	-3.4
